Screening data: PubChem, Broad Institute
Pf Dd2 growth: inhibitors of Plasmodium falciparum Dd2 growth; AID 1159554; P. falciparum Dd2 growth, SYBR Green, 72 h; hits give low values; 2.3% of 94,000 active; activity change, % at 10 µM; in the data active = activity change below about -80%; inconclusive = no clear call, values can overlap the other calls
Tcruzi prolif: T. cruzi proliferation inhibition; T. cruzi beta-gal in NIH3T3, GalScreen luminescence, 90 h; inhibition, % at 8.34 µM; 5.9% of 77,000 active;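 active = mean inhibition above about 93%, with at least 55% of replicates each passing it, limit read from the data, passing the limit was not always enough; inconclusive = only one of those two conditions holds; inactive = neither condition holds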
KDM4C inh: inhibitors of human demethylase GASC-1 KDM4C. Q9H3R0. GST-KDM4C 2-372, H3K9me3 peptide, LANCE TR-FRET. inhibition, % at 12.5 µM. 0.15% of 96,000 active. AID 720574;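 active = mean replicate inhibition above about 25%, with at least 55% of replicates also reaching it, limit read from the data, passing the limit was not always enough; inconclusive = only one of those two conditions met; inactive = neither condition met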
Target sequence (Q9H3R0 2-372 limits assumed): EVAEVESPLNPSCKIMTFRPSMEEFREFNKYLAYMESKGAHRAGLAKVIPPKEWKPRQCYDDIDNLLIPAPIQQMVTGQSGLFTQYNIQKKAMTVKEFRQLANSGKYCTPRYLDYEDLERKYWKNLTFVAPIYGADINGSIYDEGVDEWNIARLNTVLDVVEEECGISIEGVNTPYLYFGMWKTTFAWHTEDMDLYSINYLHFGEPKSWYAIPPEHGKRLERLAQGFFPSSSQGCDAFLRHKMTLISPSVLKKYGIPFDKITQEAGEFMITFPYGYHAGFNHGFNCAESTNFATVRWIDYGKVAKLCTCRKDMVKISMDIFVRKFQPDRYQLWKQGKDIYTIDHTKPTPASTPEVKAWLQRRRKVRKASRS
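reagent = H3K9me3 peptide substrate, Fe(II), 2-oxoglutarate | system = GST-tagged GASC-1 (JMJD2C) catalytic fragment, aa 2-372 | amount = enzyme final amount 10 nM | read-out = Fall in 671/618 emission ratio as inhibition | medium = HEPES buffer, pH 7.5, plus ascorbate | schedule = 30 min reaction, 60 min detection, RT | measured by = LANCE TR-FRET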
C diff HTS: blocks growth of Clostridium difficile. Clostridium difficile clinical isolate growth, OD600, 24 h; hits give low values. growth activity, negative = inhibition, % at 16 µg/mL (by protocol). AID 1259249. 0.25% of 86,000 active;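 active = mean growth activity at or below -80% and every replicate also at or below -80%; inconclusive = mean at or below -80% but some replicate above -80%; inactive = mean growth activity above -80%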;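 note: 0% = DMSO wells and -100% = levofloxacin 16 µg/mL wells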
An asterisk follows results filed as active; u = inconclusive; x = no result given; & = joins results of further samples.

SMILES	Pf Dd2 growth	Tcruzi prolif	KDM4C inh	C diff HTS
O=C(C[C@H]1CC[C@@H]2[C@H](COC[C@@H](O)CN2C(=O)Nc2ccc(Cl)c(Cl)c2)O1)NCc1ccccc1	3.1	-36.2	-0.2	x
CNC[C@@H]1Oc2ccc(NC(=O)C3CC3)cc2C(=O)N([C@H](C)CO)C[C@@H]1C	20.7	-15.7	-1.2	-9.8
C[C@@H]1CN([C@H](C)CO)C(=O)c2cc(NS(=O)(=O)c3ccc(Cl)cc3)ccc2O[C@@H](C)CCCCO[C@H]1CN(C)S(=O)(=O)c1ccc(Cl)cc1	-52.4	66.1	-1.6	-1.1
O=C(C[C@@H]1C=C[C@H](NC(=O)Nc2ccccc2)[C@@H](CO)O1)NCc1cccc(F)c1	-0.9	u	1.2	-3.7
COc1ccc(CN(C)C[C@H]2Oc3ccc(NC(=O)Cc4ccccc4)cc3CC(=O)N([C@@H](C)CO)C[C@H]2C)cc1	-10.3	22.3	13.3	-7.0
COC(=O)C[C@H]1CC[C@H]2[C@@H](COC[C@H](O)CN2C(=O)Nc2ccccc2OC)O1	-21.5	20.5	0.1	10.0&-6.6
COc1ccc(CN(C)C[C@H]2Oc3ccc(NC(=O)Cc4ccccc4)cc3C(=O)N([C@H](C)CO)C[C@@H]2C)cc1	-5.1	-1.9	0.8	-2.3
COc1ccc(C#Cc2ccc3c(c2)O[C@@H](CN(C)S(=O)(=O)c2ccccc2F)[C@@H](C)CN([C@H](C)CO)S3(=O)=O)cc1	-88.3*	x	-2.9	0.2
CCS(=O)(=O)N[C@H]1C=C[C@@H](CC(=O)N2CCCCC2)O[C@@H]1CO	16.1	-29.2	1.2	x
CO[C@@H]1CN(C)C(=O)c2cc(NC(=O)NC3CCCCC3)ccc2OC[C@@H](C)N(CC2CC2)C[C@H]1C	-12.7	-54.0	-1.5	9.9
C[C@@H](NC(=O)C[C@@H]1C[C@@H]2c3cc(NC(=O)Nc4ccccc4F)ccc3O[C@@H]2[C@H](CO)O1)c1ccccc1	-8.6	x	-1.6	-8.8
Cc1ccc(-c2ccc3c(c2)O[C@@H](CN(C)C)[C@H](C)CN([C@@H](C)CO)S3(=O)=O)cc1	-15.1	46.9	0.4	0.6
COc1ccccc1-c1ccccc1[C@H]1[C@@H](C#N)N(C(=O)CN(C)C)[C@H]1CO	-2.6	x	0.4	-5.6
C[C@@H]1CN([C@@H](C)CO)S(=O)(=O)c2ccc(-c3ccncc3)cc2O[C@H]1CN(C)Cc1cccnc1	-37.0	79.8	x	1.1
O=C(C[C@H]1C=C[C@H](NC(=O)CC2CC2)[C@H](CO)O1)NCc1ccc(-c2ccccc2)cc1	-1.4	2.1	4.3	x
CCCC(=O)Nc1ccc2c(c1)C(=O)N(C)[C@@H]1CC[C@H](CC(=O)NCC(F)(F)F)O[C@@H]1CO2	13.7	-1.9	-0.1	2.8
CCCNC(=O)Nc1ccc2c(c1)OC[C@H](C)N(CCC)C[C@H](C)[C@@H](OC)CN(C)C2=O	-55.1	21.6	-0.6	x
C[C@@H]1CN([C@H](C)CO)C(=O)c2cc(NC(=O)CCC(F)(F)F)ccc2O[C@@H]1CN(C)Cc1ccc(C(F)(F)F)cc1	-2.8	x	0.8	24.0&0.1
COCC(=O)Nc1ccc2c(c1)OC[C@@H](C)N(C(=O)Cc1cccnc1)C[C@@H](C)[C@H](OC)CN(C)C2=O	19.9	37.2	x	x
COc1cccc(CN2CCCCN3[C@@H](CO)[C@@H](c4ccc(C#Cc5cccnc5)cc4)[C@@H]3C2)c1	-73.2	118.5*	-0.2	-4.7
COc1ccc(S(=O)(=O)N(C)C[C@H]2Oc3c(NS(=O)(=O)c4cccs4)cccc3C(=O)N([C@@H](C)CO)C[C@H]2C)cc1	22.4	15.5	-0.9	-2.5
CN1C(=O)c2cc(NC(=O)c3ccc(F)cc3)ccc2OC[C@@H]2O[C@H](CC(=O)NCC3CC3)CC[C@H]21	-33.8	-58.4	-1.5	-3.8
C[C@@H]1CCCCO[C@H](CN(C)C(=O)c2ccccc2)[C@@H](C)CN([C@@H](C)CO)C(=O)c2cc(NS(=O)(=O)c3cn(C)cn3)ccc2O1	-22.5	4.8	4.8	x
C[C@@H]1CN([C@@H](C)CO)C(=O)c2cccc(NC(=O)c3nc4ccccc4s3)c2O[C@H]1CN(C)S(=O)(=O)c1ccccc1	-57.2	77.2	1.2	2.6

Single entries from the entries so far.
Reading for C[C@@H]1CN([C@H](C)CO)C(=O)c2cc(NS(=O)(=O)c3ccc(Cl)cc3)ccc2O[C@@H](C)CCCCO[C@H]1CN(C)S(=O)(=O)c1ccc(Cl)cc1 under KDM4C inh: -1.6
Reading for COC(=O)C[C@H]1CC[C@H]2[C@@H](COC[C@H](O)CN2C(=O)Nc2ccccc2OC)O1 under Tcruzi prolif: 20.5

Next section
SMILES	Pf Dd2 growth	Tcruzi prolif	KDM4C inh	C diff HTS
CNC[C@H]1Oc2ccc(NC(=O)CCN3CCOCC3)cc2C(=O)N([C@H](C)CO)C[C@H]1C	13.0	8.0	-0.4	-1.6
O=C(C[C@H]1C[C@@H]2c3cc(NC(=O)CC4CC4)ccc3O[C@@H]2[C@H](CO)O1)NCc1cccnc1	5.8	47.0	1.9	-4.6
COc1cccc(-c2cnc3c(c2)C(=O)N([C@H](C)CO)C[C@H](C)[C@@H](CN(C)CC2CCOCC2)O3)c1	41.6	22.7	1.9	-2.3
COc1ccccc1S(=O)(=O)N[C@H]1CC[C@@H](CC(=O)N2CCOCC2)O[C@@H]1CO	10.8	29.0	-0.2	3.0
C[C@@H]1CCCCO[C@H](CN(C)S(=O)(=O)c2ccc(Cl)cc2)[C@@H](C)CN([C@H](C)CO)C(=O)c2cc(NS(=O)(=O)c3cccs3)ccc2O1	x	87.4	2.5	-10.2
CC(=O)N(C[C@H]1N[C@H](CO)[C@@H]1c1ccc(-c2ccc(F)cc2)cc1)C(C)C	-13.4	4.7	1.8	-0.2
O=C(C[C@@H]1C=C[C@H](NC(=O)Nc2ccc3c(c2)OCO3)[C@@H](CO)O1)NCc1ccc(F)cc1	4.9	7.9	1.1	1.5
O=C(C[C@@H]1CC[C@H](NC(=O)CN2CCOCC2)[C@H](CO)O1)NCCc1ccncc1	-4.7	52.8	-0.8	x
CCCNC(=O)C[C@@H]1CC[C@H]2[C@@H](COc3ccc(NC(=O)Nc4ccccc4)cc3C(=O)N2C)O1	2.7	40.9	0.3	1.9
OC[C@@H]1[C@@H](c2ccc(-c3ccccc3)cc2)[C@@H]2CN(Cc3ccccn3)CCCCN12	-55.3	90.3	-1.2	-12.9
CCCC#Cc1cnc2c(c1)C(=O)N([C@@H](C)CO)C[C@H](C)[C@H](CN(C)C(=O)c1cccc(F)c1)O2	-40.3	-44.9	0.8	-1.9
O=C(C[C@H]1CC[C@H]2[C@@H](COC[C@H](O)CN2Cc2ccc(F)cc2)O1)NCCc1ccccc1	0.9	33.7	-4.1	x
Cc1ccccc1-c1ccc2c(c1)O[C@@H](CN(C)C(=O)Nc1ccc(F)cc1)[C@H](C)CN([C@H](C)CO)S2(=O)=O	3.9	x	-0.3	16.6
COc1cccc(NC(=O)N(C)C[C@@H]2Oc3cc(/C=C/c4ccccc4)ccc3S(=O)(=O)N([C@H](C)CO)C[C@@H]2C)c1	-70.5	x	0.1	0.8
C[C@H](CO)N1C[C@H](C)[C@H](CN(C)C(=O)c2ccc3c(c2)OCO3)Oc2ncc(/C=C/c3ccccc3)cc2C1=O	-18.9	x	-2.8	0.4
Cc1ccc(S(=O)(=O)N(C)C[C@@H]2Oc3ccc(NC(=O)c4ccncc4)cc3CC(=O)N([C@H](C)CO)C[C@H]2C)cc1	11.1	12.3	-3.8	-1.5
C[C@H]1CN([C@@H](C)CO)C(=O)CCCn2cc(nn2)CO[C@H]1CN(C)C(=O)Nc1ccc(C(C)(C)C)cc1	3.3	-19.4	0.7	x
Cc1cc(C(=O)Nc2cccc3c2O[C@H](CN(C)Cc2ccc(C(F)(F)F)cc2)[C@H](C)CN([C@@H](C)CO)C3=O)n(C)n1	-11.1	85.1	-0.1	7.0
COc1cccc(S(=O)(=O)N(C)C[C@@H]2OCc3ccccc3-c3c(n(C)c4ccccc34)C(=O)N([C@H](C)CO)C[C@@H]2C)c1	-88.9*	73.6	-4.2	-1.2
COc1ccccc1NC(=O)N1CC(=O)N2[C@@H](CO)[C@@H](c3ccc(C#CC(C)C)cc3)[C@@H]2C1	-36.4	x	-0.4	2.4
CO[C@@H]1CC[C@H]2CCOc3c(C#N)cccc3C(=O)N(C)C[C@@H](OC)[C@@H](C)C(=O)N(C)C[C@H]1O2	x	27.1	-1.0	3.5
CO[C@@H]1CN(C)C(=O)c2ccc(NC(C)=O)cc2OC[C@@H](C)N(Cc2ccc(-c3ccccn3)cc2)C[C@H]1C	-48.4	77.4	-0.2	x
CCCNC(=O)N1CC2(CN(C)C2)c2c(n(C)c3cc(OC)ccc23)[C@H]1CO	17.5	x	-0.3	-7.8
CCCNC(=O)Nc1ccc2c(c1)C(=O)N(C)[C@@H]1CC[C@H](CC(=O)NCCCN(C)C)O[C@H]1CO2	-0.3	-16.3	1.8	-0.8
COCC(=O)N(C)C[C@@H]1Oc2ncc(-c3ccccc3F)cc2C(=O)N([C@@H](C)CO)C[C@@H]1C	19.7	x	-1.2	-1.1
C[C@@H]1CN([C@@H](C)CO)C(=O)c2cc(C#C[C@@H](C)O)cnc2O[C@H]1CN(C)C(=O)Cc1ccncc1	-7.0	x	0.6	-0.5
Cc1ccc(S(=O)(=O)N(C)C[C@H]2Oc3ccc(NS(=O)(=O)c4cn(C)cn4)cc3CC(=O)N([C@@H](C)CO)C[C@H]2C)cc1	24.1	21.6	-6.0	x
CS(=O)(=O)N1C[C@@H](O)COC[C@H]2O[C@H](CC(=O)NCc3ccccc3)CC[C@@H]21	2.1	58.4	-0.7	1.7&-8.4
C[C@@H]1CN([C@H](C)CO)C(=O)c2cc(C#CC3CC3)cnc2O[C@H]1CN(C)Cc1ccccc1C(=O)O	6.2	17.8	1.1	-5.9
O=C(N[C@H]1C=C[C@H](CC(=O)N2CCOCC2)O[C@H]1CO)c1ccc2c(c1)OCO2	5.3	-32.2	0.0	-0.5
CCC(=O)N1[C@H](CN(C)C(C)=O)[C@H](c2ccc(C3=CCCC3)cc2)[C@@H]1CO	-3.8	x	11.9	-6.0
O=C(Nc1ccc(C(F)(F)F)cc1)N1[C@@H]2CNC[C@H]1C2c1ccc(-c2cccnc2)cc1 (some centres not stated)	10.3&7.2	x	0.8&-0.8	-3.4&-0.7
COc1cccc(-c2ccc([C@@H]3[C@@H](CO)N4C(=O)CN(C(=O)C5CCC5)C[C@H]34)cc2)c1	-9.8	x	1.2	-4.0
C[C@@H]1CCCCO[C@@H](CN(C)C(=O)Nc2cccc3ccccc23)[C@H](C)CN([C@@H](C)CO)C(=O)c2cc(NC(=O)Cc3ccccc3)ccc2O1	-80.5*	94.8	-5.1	11.9
CC(=O)N[C@H]1CC[C@H](CCNC(=O)C2CCC2)O[C@H]1CO	0.9	x	0.5	-1.9
Cc1ccc(S(=O)(=O)N(C)C[C@H]2OCCCC[C@H](C)Oc3ccc(NS(C)(=O)=O)cc3C(=O)N([C@@H](C)CO)C[C@@H]2C)cc1	-44.9	7.9	-1.5	-9.7
CCN(C[C@H]1[C@H](c2ccccc2)[C@@H](CO)N1S(C)(=O)=O)C(=O)C1CC1	-7.5	7.3	2.0	-5.3
C[C@H]1CN([C@@H](C)CO)C(=O)c2cccc(NS(=O)(=O)c3cccs3)c2O[C@@H]1CN(C)CC1CCCCC1	15.2	20.4	0.4	3.1
C[C@H](CO)N1C[C@H](C)[C@H](CN(C)C(=O)CCC(F)(F)F)OCCCC[C@H](C)Oc2ccc(NC(=O)c3ccccc3)cc2C1=O	24.6	41.1	2.2	-0.3
O=C(c1cccc(F)c1)N1CC(=O)N2[C@H](CO)[C@@H](c3ccc(-c4ccccc4F)cc3)[C@H]2C1	-30.5	x	-1.1	-10.7
COC(=O)C[C@@H]1CC[C@@H]2[C@H](COc3ccc(NC(=O)c4ccc(F)c(F)c4)cc3C(=O)N2C)O1	-13.1	6.0	-0.7	4.0
COc1ccc(NC(=O)Nc2ccc3c(c2)C(=O)N([C@@H](C)CO)C[C@@H](C)[C@H](CN(C)Cc2ccc(Cl)c(Cl)c2)OCCCC[C@@H](C)O3)cc1	-69.5	125.5*	-0.6	-1.7
CCC(=O)N1CC2(C1)[C@@H](c1ccccc1)[C@@H](CO)N2Cc1cc(F)ccc1F	-15.8	x	-0.6	9.3
C[C@H]1CN([C@@H](C)CO)C(=O)c2ccccc2-c2ccccc2CO[C@@H]1CN(C)C(=O)Nc1cccc(F)c1	-41.0	51.2	1.9	x
